Screening data deposited in PubChem by National Center for Advancing Translational Sciences (NCATS).
aGlu spleen mod – qHTS Assay for Inhibitors and Activators of Human alpha-Glucosidase From Spleen Homogenate | human spleen homogenate, 4-MU-alpha-glucoside fluorescence | Potency, µM (series often up to 79.9 µM), for inactives: at the top dose activity change, negative = inhibition, actives largely listed as inhibitors | Lysosomal alpha-glucosidase (Homo sapiens), P10253 | AID 2112, 2009 | actives 0.006% (n = 240,000);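 also: 0% = enzyme with vehicle and -100% = no enzyme basal signal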
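Human spleen homogenate (1 ug) incubated with compounds and 1 mM 4-methylumbelliferyl-alpha-D-glucopyranoside in pH 5.0 citrate/phosphate buffer, 37 C, 40 min. Stopped at pH 10; 4-MU fluorescence (Ex 365/Em 440 nm); AC50 by Hill fit.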
GAA inhib – qHTS Assay for Inhibitors of Human alpha-Glucosidase as a Potential Chaperone Treatment of Pompe Disease | purified human GAA, 4-MU-alpha-glucoside fluorescence | Lysosomal alpha-glucosidase (Homo sapiens), P10253 | actives 0.005% (n = 200,000) | Potency, µM (top dose mostly 76.9 µM), for the others: at the highest dose activity change, negative = inhibition, usual class: inhibitors;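 also: plate controls were uninhibited enzyme wells for no effect and no-enzyme background for full effect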
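Read-out is 4-methylumbelliferone fluorescence (Ex 365/Em 440 nm) after NaOH/glycine stop at pH 10. Enzyme 4 nM, substrate 400 uM, pH 5.0 citrate buffer, 20 min room temperature; AC50 from Hill-equation concentration-response.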
SMN2 splice enh – qHTS Assay for Enhancers of SMN2 Splice Variant Expression. actives 2.8% (n = 210,000). HEK293 SMN2-luciferase splicing reporter, luminescence, 30-36 h. Potency, µM (highest dose often 46.1 µM), inactives show top-dose activity change, positive = activation, actives largely listed as activators; also: % of control where 0% means no effect; nearly all actives have a fitted effect of over 55% in size
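HEK293 cells carry an SMN2 […]–luciferase reporter in which exon 7 inclusion puts luciferase in frame. Cells were plated 10-12 h before compound addition, then incubated 30-36 h at 37C. ONE-Glo luminescence was read; sodium butyrate at 4.5 mM final served as control.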
KDM4E inh – qHTS Assay for Inhibitors of Human Jumonji Domain Containing 2E (JMJD2E). JMJD2E catalytic domain, FDH-coupled NADH fluorescence (FDH is formaldehyde dehydrogenase). actives 1.6% (n = 230,000). Potency, µM (top dose mostly 57.1 µM), inactives show at the highest dose activity change, negative = inhibition, hits mostly inhibitors. Lysine-specific demethylase 4E (Homo sapiens), B2RXH2; active = well fitted inhibition curve with a large enough effect, not every such curve was filed as active; inconclusive = small, poorly fitted or top-dose-only effect, or another doubt; inactive = no such curve, though single readings can be large or run the other way;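 also: 0% = wells with enzyme and -100% = buffer wells without enzyme; nearly all actives have a fitted effect of over 50% in size; many of its hits are not listed in these tables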
ALDH1A1 inh – qHTS Assay for Inhibitors of Aldehyde Dehydrogenase 1 (ALDH1A1); AID 1030, 2008; Potency, µM (series often up to 75.3 µM), for inactives: top-dose activity, negative = inhibition, actives largely listed as inhibitors; Purified ALDH1A1, NADH fluorescence, propionaldehyde substrate; actives 7.3% (n = 220,000); active = well fitted inhibition curve with a large enough effect, not every such curve was filed as active; inconclusive = small, poorly fitted or top-dose-only effect, or another doubt; inactive = no such curve, though single readings can be large or run the other way;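 also: plate controls were no enzyme wells and a reference inhibitor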
Target sequence (P00352 whole entry, looked up): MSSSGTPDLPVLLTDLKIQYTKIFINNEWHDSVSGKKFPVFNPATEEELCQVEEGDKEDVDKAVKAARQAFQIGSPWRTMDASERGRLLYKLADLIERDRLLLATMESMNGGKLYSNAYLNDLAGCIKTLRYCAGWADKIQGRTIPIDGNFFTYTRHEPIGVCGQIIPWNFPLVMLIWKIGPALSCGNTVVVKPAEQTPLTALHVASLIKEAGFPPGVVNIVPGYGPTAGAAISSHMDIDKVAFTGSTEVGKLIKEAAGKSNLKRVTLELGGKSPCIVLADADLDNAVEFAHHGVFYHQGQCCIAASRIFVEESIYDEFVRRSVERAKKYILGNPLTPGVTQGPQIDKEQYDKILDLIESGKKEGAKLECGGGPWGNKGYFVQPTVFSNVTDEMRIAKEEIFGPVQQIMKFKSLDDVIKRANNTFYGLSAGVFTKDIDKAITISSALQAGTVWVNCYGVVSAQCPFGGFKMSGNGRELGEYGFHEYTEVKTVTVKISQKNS
GAA glycogen – qHTS Assay for Inhibitors and Activators of Human alpha-Glucosidase Cleavage of Glycogen; Lysosomal alpha-glucosidase (Homo sapiens), P10253; recombinant GAA, glycogen substrate, Amplex Red glucose oxidase fluorescence; Potency, µM (top dose mostly 76.4 µM), for inactives: at the top dose activity change, negative = inhibition, usual class: inhibitors; actives 0.38% (n = 300,000); AID 2100, 2009;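 also: 0% = full enzyme reaction and -100% = no-enzyme basal signal; the screen sought inhibitors and activators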
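qHTS, 1536-well; enzyme 4 nM final; cpd up to 77 uM; substrate bovine liver glycogen 30 ug; 50 mM citrate/phosphate pH 5.0, 0.01% Tween-20; 37 C, 40 min; Amplex Red detection 45 min RT; Hill fit → AC50.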
GLA spleen mod – qHTS Assay for Inhibitors and Activators of Human alpha-Galactosidase From Spleen Homogenate. Alpha-galactosidase A (Homo sapiens), P06280. actives 0.008% (n = 240,000). Potency, µM (highest dose often 80 µM), without a hit: at the highest dose activity change, negative = inhibition, most hits filed as inhibitors. human spleen homogenate, 4MU-alpha-Gal fluorescence, 40 min;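 also: 0% = enzyme with vehicle and -100% = no enzyme basal signal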
Target sequence (P06280 32-429 limits assumed): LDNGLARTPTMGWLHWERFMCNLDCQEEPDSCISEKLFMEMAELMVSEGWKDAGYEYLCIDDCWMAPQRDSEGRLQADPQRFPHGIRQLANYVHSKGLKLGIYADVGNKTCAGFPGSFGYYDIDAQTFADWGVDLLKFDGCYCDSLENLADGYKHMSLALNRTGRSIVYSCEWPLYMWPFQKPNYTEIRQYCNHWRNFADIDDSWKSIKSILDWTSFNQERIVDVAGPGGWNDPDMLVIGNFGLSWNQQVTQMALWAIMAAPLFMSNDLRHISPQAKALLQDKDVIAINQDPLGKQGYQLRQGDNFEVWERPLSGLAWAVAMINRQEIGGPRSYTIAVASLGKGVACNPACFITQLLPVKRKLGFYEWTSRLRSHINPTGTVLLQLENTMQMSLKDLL
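qHTS titration in buffer at pH 5.0. Alpha-galactosidase activity in spleen homogenate was measured via 4-methylumbelliferone release from 1 mM fluorogenic substrate after 40 min at 37C and a pH 10 stop. AC50 came from Hill fits of control-normalized data.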
GoLoco inh red – qHTS Assay for Inhibitors of RGS12 GoLoco Motif Activity (Red Fluorophore); Guanine nucleotide-binding protein G(i) subunit alpha-1 (Homo sapiens), P63096; Gai1:RGS12 GoLoco peptide FP, rhodamine, 10 min; Potency, µM (titrated, usually from 61.6 µM), without a hit: at the top dose activity, negative = inhibition, hits mostly inhibitors; actives 0.44% (n = 230,000); active = well fitted inhibition curve with a large enough effect, not every such curve was filed as active; inactive = no such curve, though single readings can be large or run the other way; also: % is scaled to controls: 0 for no effect and ±100 for the full control effect; nearly all actives have a fitted effect of over 30% in size; many of its hits are not listed in these tables
* hit, by the source's call; ? = inconclusive; . = not tested or not shown; & = joins results of further samples; [ ] = remark or other dose. Unless noted, calls follow the shape of the dose curve; as a rule, active = well fitted curve in the direction sought with a large enough effect; inconclusive = small, poorly fitted or top-dose-only effect, or another doubt; inactive = no such curve, though single readings can be large; an effect the other way counts as inactive or inconclusive. Potency is read from the fitted curve at half-maximal effect. The list is partial (hit frequency here may not be typical).

SMILES	aGlu spleen mod	GAA inhib	SMN2 splice enh	KDM4E inh	ALDH1A1 inh	GAA glycogen	GLA spleen mod	GoLoco inh red
CCn1c(=S)[nH]c2c(c1=O)C(C)(C)Cc1ccccc1-2	2%	9%	.	-5%	4%	-14%	1%	4%
Cc1c(C(=O)NC2CCCc3ccccc32)oc2ccc(S(=O)(=O)N3CCCC3)cc12 (stereo not given)	12%	-1%	3%	0%	13%	3%	8%	9%
O=C(CSc1n[nH]c(=O)n1C1CC1)Nc1cc(Cl)ccc1Oc1ccccc1	-4%	-5%	-9%	-8%	6%	9%	-10%	-12%
O=C(CSc1nnc(CNc2ccc(F)cc2)o1)N1CCN(C(=O)c2ccco2)CC1	5%	1%	18%	-3%	-15%	-16%	8%	4%
COCCn1c(N)c(Sc2ccc([N+](=O)[O-])cc2)c(=O)[nH]c1=O	-2%	-7%	-10%	-9%	5%	-2%	-4%	15%
COC(=O)c1sccc1NC(=O)c1ccc(Cl)s1	13%	-1%	-14%	?	-1%	1%	6%	4%
CC(Oc1ccc2c(-c3ccccc3)cc(=O)oc2c1)C(=O)O (stereo not given)	4%	-4%	11%	-24%	28µM*	7%	-1%	-1%
Cc1cccc(C(=O)NNC(=O)C2CCCO2)c1 (stereo not given)	-11%	0%	-14%	4%	17%	-2%	13%	-2%
COc1ccc(NC(=O)CN(c2cccc(C(F)(F)F)c2)S(C)(=O)=O)cc1OC	-16%	1%	-27%	-6%	11%	0%	0%	1%
Cc1ccc(S(=O)(=O)Nc2nc3ccccc3nc2Nc2cccc(S(=O)(=O)N3CCCC3)c2)cc1	-3%	?	-63%[inhibitor]	?	?	6%	-2%	3%
CN(Cc1c(F)cccc1Cl)C(=O)C1CC(=O)N(CCc2ccccc2)C1 (stereo not given)	-8%	-4%	-5%	8%	-3%	8%	8%	4%
O=C(COc1ccc(S(=O)(=O)NC2CCCCC2)cc1)NCc1cccnc1	0%	-2%	-4%	6%	8%	1%	8%	-6%
O=C(CC1Nc2ccccc2NC1=O)NCCCN1CCCCCC1 (stereo not given)	8%	-13%	-9%	?	?	-3%	11%	0%
Cn1nccc1NC(=O)Nc1cccc(Cl)c1	8%	.	.	6%	.	1%	3%	7%
COC(=O)C1=C(C)N(Cc2ccco2)C(=O)N[C@H]1c1ccc(Br)cc1	-8%&-6%	-7%	0%&-7%	-3%&-6%	6%&-30%	1%	-3%&-1%	-20%&-2%
Clc1ccc(Nc2ccc(-n3ccnc3)nn2)cc1Cl	0%	-1%	-2%	-1%	-3%	2%	5%	30%
O=c1[nH]c(CN2CCCCC2)nc2c1C1(CCCCC1)Cc1ccccc1-2	-5%	-8%	-25%	0%	6%	4%	0%	3%
COc1ccc(CN2CCN(C(=O)c3ccco3)CC2)cc1OCc1ccccc1	5%	7%	-43%[inhibitor]	?	-14%	-2%	5%	-9%
O=C(O)c1ccccc1NCc1ccco1	0%	-12%	.	?	?	-14%	2%	4%
O=C(COC(=O)/C=C/c1ccc(Br)o1)Nc1ccccc1F	2%	3%	5%	-4%	14µM*	7%	3%	40%[activator]
COc1ccccc1CNc1nc(-c2ccc3c(c2)OCO3)nc2ccccc12	3%	.	.	.	-10%	.	-5%	0%
C/C(=C/Cc1c(O)cc2oc(C)cc(=O)c2c1O)COC1OC(CO)C(O)C(O)C1O (stereo not given)	-26%	6%	-11%	0%	-3%	0%	-5%	1%
O=C(NC(=S)Nc1nc(-c2ccc(Cl)cc2)cs1)c1cccs1	3%	-1%	-16%	8%	-10%	4%	4%	2%
CCCC1(C(=O)OC)NC(c2cccc(F)c2)C2C(=O)N(CC)C(=O)C21 (stereo not given)	-4%	0%	15%	0%	12%	-2%	2%	2%
NC(N)=Nc1nc(C2COc3ccccc3O2)cs1 (stereo not given)	-1%	0%	4.5µM*	0%	7%	-1%	-1%	11%
CC(=O)OC1CC(OC(C)=O)[C@]2(C)C(CC(OC(C)=O)[C@]3(C)C2CC[C@@]2(C)C(c4ccoc4)OC(=O)C4O[C@]432)C1(C)C (stereo not given in full)	4%	.	-43%[inhibitor]	2%	0%	.	6%	-1%
COCCn1c(SCC(=O)Nc2ccc(NC(=O)c3ccco3)c(OC)c2)nc2ccccc2c1=O	-8%	13%	-5%	?	-197%	7%	-10%	8%
CN1c2ccccc2N(C)C1c1c(O)ccc2ccccc12	-2%	-3%	-1%	?	-5%	-1%	-6%	4%
Cc1cccc(C)c1Nc1nnc(SCc2cn3cccc(C)c3n2)s1	-5%	2%	.	0%	0%	9%	-8%	.
Cc1nc2ccc(S(=O)(=O)NC(C(=O)NCc3ccc4c(c3)OCO4)C(C)C)cc2s1 (stereo not given)	1%	-1%	-5%	2%	15%	7%	-4%	5%

Entries of single compounds, quoted from the list.
COc1ccc(NC(=O)CN(c2cccc(C(F)(F)F)c2)S(C)(=O)=O)cc1OC across the screens: aGlu spleen mod: -16%; GAA inhib: 1%; SMN2 splice enh: -27%; KDM4E inh: -6%; ALDH1A1 inh: 11%; GAA glycogen: 0%; GLA spleen mod: 0%; GoLoco inh red: 1%
O=C(COc1ccc(S(=O)(=O)NC2CCCCC2)cc1)NCc1cccnc1 across the screens: aGlu spleen mod: 0%; GAA inhib: -2%; SMN2 splice enh: -4%; KDM4E inh: 6%; ALDH1A1 inh: 8%; GAA glycogen: 1%; GLA spleen mod: 8%; GoLoco inh red: -6%

More structures follow.
SMILES	aGlu spleen mod	GAA inhib	SMN2 splice enh	KDM4E inh	ALDH1A1 inh	GAA glycogen	GLA spleen mod	GoLoco inh red
COc1ccc(CNC(=O)COC(=O)CCCOc2ccc(Cl)cc2Cl)cc1OC	3%	-6%	2%	11%	3%	1%	-9%	-20%
COc1ccccc1NC(=O)/C=C/c1cc([N+](=O)[O-])ccc1OC(F)F	6%	.	.	-1%	.	-1%	16%	1%
CCOc1cc(C)nc(NCc2ccccc2)n1	-1%	-3%	?	-1%	3%	-7%	3%	8%
CN1C(=O)c2ccccc2N(C)C1c1cccs1 (stereo not given)	8%	13%	-4%	?	?	5%	13%	1%
COc1nc(SCC(=O)Nc2ccccc2Cl)nc(N(C)C)n1	3%	.	.	-2%	.	9%	3%	3%
N[C@@H](Cc1ccccc1)c1nnc(SC/C=C/c2ccccc2)o1	-5%	.	.	0%	.	-6%	-4%	2%
O=C(O)Cc1sc(-c2ccc(C(=O)O)cc2)nc1-c1ccccc1	0%	.	.	?	?	-1%	0%	-2%
Fc1ccc(C(Nc2ccccn2)c2c[nH]c3ccccc23)cc1 (stereo not given)	0%	-4%	-4%	-12%	-14%	-3%	-10%	-5%
CCSc1nc(O)cc(=O)n1CC	-6%	4%	5%	1%	12%	24%	-4%	15%
CCCCOc1ccc(/C(O)=C2/C(=O)C(=O)N(CCCOC)C2c2ccncc2)cc1 (stereo not given)	-8%	-2%	4%	?	-5%	-3%	26%	1%
Cc1nnc2sc(SCc3ccccc3Cl)nn2c1=O	1%	-4%	18%	1%	-1%	8%	-1%	3%
CCOC(=O)c1ccc(N2C(=O)c3n[nH]c(C)c3C2c2ccc(OC)cc2)cc1 (stereo not given)	-7%	-6%	-4%	-9%	-1%	-16%	-22%	4%
CCOC(=O)N1CCN(Cc2cn[nH]c2-c2cc3ccccc3o2)CC1	-3%	?	.	11%	8%	5%	0%	6%
COc1ccc(-c2cc(-c3cc(OC)ccc3O)[nH]n2)cc1	3%	0%	?	?	-14%	20µM*	4%	7%
COc1cc(C(C(=O)NC(C)(C)C)N(Cc2ccc3c(c2)OCO3)C(=O)c2cnccn2)cc(OC)c1OC (stereo not given)	0%	-1%	25%	6%	-4%	-1%	5%	-11%
O=C(c1ccco1)c1cn[nH]c1-c1ccc(Cl)cc1O	-4%	2%	-10%	-8%	-9%	5%	-3%	3%
COc1ccc2[nH]c(=O)c(CN(C(=O)C3CCCO3)c3cccc(C)c3)cc2c1 (stereo not given)	0%	2%	27%	-2%	?	2%	3%	15%
Cc1ccccc1N1C(=O)C2C3C=CC(C2C1=O)N(C)C3=O (stereo not given)	-20%	11%	9%	-7%	6%	3%	-25%	8%
Cc1ccc(Cn2cnc3sc4c(c3c2=O)CCC4)c(C)c1	5%	-2%	-58%[inhibitor]	-2%	11%	-1%	3%	5%
C[C@H]1C(=O)N(C)CCN1C(=O)c1ccccc1OC1CCN(S(C)(=O)=O)CC1	0%	14%	.	-1%	-12%	10%	-2%	-12%
CCCCCCCC(=O)OCC(=O)[C@@]1(O)CC[C@H]2[C@@H]3CCC4=CC(=O)CC[C@]4(C)[C@H]3[C@@H](O)C[C@@]21C	-5%	?	-32%[inhibitor]	4%	-3%	-7%	3%	-9%
CCOc1ccccc1CNC(=O)CCCc1cn(C)c2ccccc12	-2%	-1%	-22%	?	-13%	-2%	-1%	-2%
Cc1cc(C(=O)OCC(=O)N2C(C)CCCC2C)c(C)o1 (stereo not given)	3%	-4%	9%	6%	-2%	-4%	6%	-3%
COc1ccc(Cc2c(O)nc[nH]c2=O)cc1	1%	3%	1%	-5%	-1%	3%	-16%	6%
COC(=O)c1cc(=O)c2c([N+](=O)[O-])ccc(OC)c2o1	0%	-1%	-6%	0%	-3%	-8%	-5%	-11%
NC(=O)CSc1nnc(-c2ccncc2)o1	-2%	?	7%	-3%	1%	20%	1%	8%
COCCN(Cc1ccccc1)C(=O)c1c(C)nn(-c2ccccc2)c1C	11%	-2%	-5%	0%	-3%	4%	11%	3%
